# Source: PubChem BioAssay (National Center for Advancing Translational Sciences (NCATS))
# IkB signaling: suppresses IkB signaling in ABC-DLBCL reporter cells. Potency, µM (highest dose often 57.1 µM), without a hit: at the highest dose IkBa stabilization activation. 110,000 compounds, 0.04% hits. ABC-DLBCL IkBa-CBG/CBR dual luciferase ratio, 4 h; response scale: scaled: untreated 0%, proteasome inhibitor 100%; active = well fitted curve in the direction sought with a large enough effect in the signal ratio, not every such curve was filed as active; inconclusive = small, poorly fitted or top-dose-only effect, or a change in a side signal; the % refers to the signal ratio;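 also: the direction sought is a rising ratio; 0% = basal untreated cells and 100% = reference inhibitor full response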
#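 Luminescence ratio of IκBα-fused green versus native red beetle luciferase in OCI-Ly3 cells, 4 h post-doxycycline with compound; red signal alone, scaled from basal (0%) to zero light (-100%), flagged nonspecific or cytotoxic effects.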
# p53ts 39C kill: p53ts cell cytotoxicity, nonpermissive temperature | H1299-p53A138V viability at 39C, ATP luminescence, 24 h | Potency, µM (titrated, usually from 46.1 µM), for the others: at the top dose activity change, negative = cell killing, usual class: cytotoxic | 130,000 compounds, 1.5% hits | AID 902; also: nearly all actives have a fitted effect of over 55% in size
# Imprint erasure: inducers of genomic imprint erasure in mouse ES cells; mouse ES Peg3-LacZ reporter, beta-gal luminescence, 40 h; Potency, µM (titrated, usually from 60.7 µM), without a hit: at the top dose activity change, positive = activation, most hits filed as activators; 110,000 compounds, 0.02% hits; AID 1948;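 also: 0% = negative control wells on the plate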
#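 Each well holds 300 Peg3LacZ-Neo (maternal) female ES cells incubated 40 h at 37C, 5% CO2. LacZ is measured by BetaGlo luminescence, with AC50 and maximum efficacy derived from dose-response curves.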
# p53ts 32C tox: kills p53ts cells at the permissive temperature | AID 924 | H1299-p53A138V at 32C, ATP luminescence viability, 24 h | 130,000 compounds, 0.93% hits | Potency, µM (titrated, usually from 46.1 µM), inactives show top-dose activity change, negative = cytotoxicity, most hits filed as cytotoxic;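 also: 0% = DMSO and -100% = full killing by reference compound; nearly all actives have a fitted effect of over 55% in size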
#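 Viability by ATPlite luminescence after 24 h compound treatment (up to 46 uM) at the permissive 32C. Cells are H1299 carrying p53 A138V. Scale runs from DMSO basal to 100 uM tamoxifen as full kill; AC50 from Hill fits.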
# * hit, by the source's call; ? = inconclusive; · = not tested or not shown; & = joins results of further samples; [ ] = dose if it differs, or a comment. Unless noted, calls follow the shape of the dose curve; as a rule, active = well fitted curve in the direction sought with a large enough effect; inconclusive = small, poorly fitted or top-dose-only effect, or another doubt; inactive = no such curve, though single readings can be large; an effect the other way counts as inactive or inconclusive. Unless noted, % is scaled to controls: 0 for no effect and ±100 for the full control effect; potency is read from the fitted curve at half-maximal effect.
# Values in the order: p53ts 39C kill, IkB signaling, Imprint erasure, p53ts 32C tox
COC(=O)c1c(NC(=O)c2nc(SCc3ccccc3C)ncc2Cl)sc2c1CCCC2
 : 13%, 1.1%, 1%[10.9 µM], 4%
O=C(Nc1ccc(OC(=O)c2ccncc2)cc1)c1ccncc1
 : -5%, -2.6%, -3%, -12%
CCc1nnc(NC(=O)CSc2nnnn2C)s1
 : 10%, ·, ·, 9%
CCOC(=O)c1cc2c(=O)n3ccccc3nc2n(CCCOC)c1=NC(=O)c1cccnc1
 : -5%, -0.7%, -7%, -2%
CCn1c(C(C)NC(C)=O)nc2ccccc21 (stereo unspecified)
 : -3%, 0.3%, 1%, 3%
FC(F)(F)c1ccc(CN2C[C@@H]3C(c4ccccc4)C4(c5ccccc5)CC3(C4)[C@H]2c2ccccc2)cc1 (stereo partly specified)
 : 17%, ·, -15%, 10%
O=C(NCc1ccc(Cl)cc1)c1ccc(Cn2c(=O)c3cccn3c3cccnc32)cc1
 : -8%, -1.5%, -17%[10.9 µM], 10%
O=S1(=O)CC(N2CCCCC2)C(N2CCCCC2)C1 (stereo unspecified)
 : -3%, 1.1%, 10%, 6%
COc1ccc(-c2csc3nc(C)n(-n4cccc4)c(=O)c23)cc1
 : 13%, -0.7%, -13%, 1%
Cc1cc(Nc2cccc(C(=O)O)c2)n2nc(C)nc2n1
 : 2%, 0.1%, 11%[10.9 µM], 8%
COC(=O)CC(=O)CSc1nc2c(cc1C#N)CCC2
 : -9%, 0.2%, -23%, -9%
O=C(NC(=O)c1ccccc1)Nc1ccc(-c2cc(C(F)(F)F)nn2-c2ccccc2)cc1
 : 2%, -2.9%, 11%[10.9 µM], -2%
COc1cc(Cl)c(C)cc1NC(=O)c1cc2c(Cl)nc3ccc(C)cc3c2s1
 : -4%, 1.3%, 12%[10.9 µM], -2%
C=CCn1c(Cc2csc(N)n2)nnc1SCc1ccc(C(=O)OC)cc1
 : 4%, 3.3%, 4%, 3%
Cc1ccc2cc(CN(CCN3CCOCC3)C(=O)NCc3ccccc3)c(=O)[nH]c2c1C
 : 3%, 0.9%, -10%, -1%
CO[C@@H]1COC(=O)[C@H](CCSC)NC(=O)C/C=C\[C@@H](C)COC(=O)[C@@H]2CCCN2C(=O)C/C=C\[C@H]1C
 : 3%[9.22 µM], ·, ·, -7%[9.22 µM]
CN(C)CCCOc1nc2c(c(=O)n(C)c(=O)n2C)n1C
 : -13%, ·, ·, -10%
COc1ccc(NS(=O)(=O)c2cc(C)ccc2OC)cc1OC
 : 7%, -0.8%, -19%, 3%
CCCCc1nn2c(=O)cc(COC(=O)c3ccc(NC(=O)C(CC)CC)cc3)nc2s1
 : -23%, -1.1%, 15%[10.9 µM], 4%
Cc1c(C(=O)OC2CCCCC2)[nH]c2c1C(=O)CC(c1ccc(F)cc1)C2 (stereo unspecified)
 : 25%, -3.4%, -8%[10.9 µM], 7%
COC(=O)C1C(O)=CC(=O)CC1C (stereo unspecified)
 : 16%, ·, ·, -17%
Cc1ccc(CS(=O)(=O)CCC(=O)NCCCOC(C)C)cc1
 : -12%, 0.7%, -18%, 15%
CCN(CC)CCCNc1nc(-c2ccccc2)nc2ccccc12
 : -5%, ·, ·, -2%
O=C(O)c1cc(=O)c2c(OCC(O)COc3cccc4oc(C(=O)O)cc(=O)c34)cccc2o1
 : -10%, 1.6%[25.6 µM], 10%, -6%
CS(=O)(=O)N1CCC(C(=O)Nc2ccc(OCc3ccccc3)cc2)CC1
 : 5%, 3.5%, -27%, 5%
Cc1cc(OCCn2cc(C(=O)c3ccco3)c3ccccc32)ccc1Cl
 : 1%, ?, -15%[10.9 µM], 2%
COc1ccc(-n2c3c(cc(-c4nc(-c5ccc(C)cc5)cs4)c2=O)C(=O)CC(C)(C)C3)cc1
 : 24%, -0.4%, 10%[10.9 µM], 11%
COc1ccccc1CNC(=O)c1cccn1-c1nnc(N2CCCCC2)s1
 : -3%, -0.6%, 4%[10.9 µM], 7%
COc1ccc(-c2noc(CSc3nc4ccccc4[nH]3)n2)cc1
 : 28%, -1.1%, 6%[10.9 µM], -10%
O=C(COCc1nc2ccccc2c(=O)[nH]1)NC1CCCC1
 : -9%, -1.0%, -1%, -4%
O=C(CCn1cnnn1)Nc1ccccc1
 : -2%, ?, -11%[10.9 µM], 32%[activator]
Cn1c(=O)c2c(nc(Br)n2CCCc2ccccc2)n(C)c1=O
 : -8%, ?, -8%, -4%
Cc1nnc(SCC(=O)c2cc(C)n(-c3ccc4c(c3)OCO4)c2C)s1
 : -6%, ?, -22%, ?
O=C(CSc1nnc(-c2cccs2)o1)Oc1ccccc1
 : -7%, ?, -11%[10.9 µM], 12%
Cc1c(C(=O)NCCCN2CCOCC2)sc2nc(-c3ccccc3)cn12
 : 11%, 0.3%, -12%, 7%
CN1CC=C2C(C#N)=C(N)C(C#N)(C#N)[C@H](c3cccs3)[C@H]2C1
 : 20%, ·, ·, -5%
O=C(NC1CCCC1)C1CCCN1C(=O)Nc1ccc(Cl)cc1 (stereo unspecified)
 : -1%, -0.1%, -7%, -6%
COc1ccc(-c2cn3c(n2)sc2cc(C(=O)NC4CCCCCC4)ccc23)cc1
 : -12%, ?, -7%[10.9 µM], 10%
C[N+]1(C)CCO[C@](O)(c2ccccc2)C1
 : 18%[9.22 µM], 2.0%[11.4 µM], -7%[10.9 µM], 1%[9.22 µM]
CC(=O)N(C(C)=O)c1c(C#N)c(C)n(-c2ccccc2)c1C(=O)c1ccccc1
 : -3%, 1.6%, 0%, -9%
CCC1CCCCN1CCCNC(=O)c1cc2c(Cl)nc3ccc(C)cc3c2s1 (stereo unspecified)
 : 13µM*, -5.4%, -16%[10.9 µM], -14%
CCCCCOC(=O)C1[C@H]2C(=O)N(Cc3cccs3)C[C@]23C=C[C@H]1O3 (stereo partly specified)
 : 6%, 0.5%, -13%, 4%
NS(=O)(=O)c1ccc(NC(=O)CSC2CCCCC2)cc1
 : -5%, 0.0%, 9%, 1%
C=CCN1C(=O)NC2(CCCCC2)C1=O
 : 4%, 0.5%, 0%, -5%
O=C(NCCc1ccc(Cl)cc1)c1ncn[nH]1
 : -2%, -2.2%, -34%[inhibitor], -8%
CCOC(=O)c1c(C)oc2nc(C)nc(N3CCN(c4cccc(C)c4C)CC3)c12
 : -6%, ?, -5%[10.9 µM], -10%
CCOC(=O)CCC(NC(=O)c1ccc(NCN2C(=O)c3ccccc3C2=O)cc1)C(=O)OCC (stereo unspecified)
 : 2%, 0.9%, 9%, 0%
Cc1oc(C(=O)O)cc1COc1ccccc1Cl
 : 12%, 4.0%, -19%, 2%
COc1ccc(-c2cc(C(F)(F)F)nc(S(=O)(=O)CCCC(=O)Nc3cccc(O)c3)n2)cc1OC
 : 3.2µM*, ?, -9%[10.9 µM], ?
Cc1ccc(S(=O)(=O)NCc2cccc([N+](=O)[O-])c2)cc1
 : 5%[9.22 µM], 0.0%[11.4 µM], 2%[10.9 µM], 0%[9.22 µM]

# In a second layout: three of the compounds above.
> CCCCCOC(=O)C1[C@H]2C(=O)N(Cc3cccs3)C[C@]23C=C[C@H]1O3 (stereo partly specified)
  p53ts 39C kill: 6% | IkB signaling: 0.5% | Imprint erasure: -13% | p53ts 32C tox: 4%

> NS(=O)(=O)c1ccc(NC(=O)CSC2CCCCC2)cc1
  p53ts 39C kill: -5% | IkB signaling: 0.0% | Imprint erasure: 9% | p53ts 32C tox: 1%

> C=CCN1C(=O)NC2(CCCCC2)C1=O
  p53ts 39C kill: 4% | IkB signaling: 0.5% | Imprint erasure: 0% | p53ts 32C tox: -5%

# Other entries.
# Values in the order: p53ts 39C kill, IkB signaling, Imprint erasure, p53ts 32C tox
CCn1ccnc1C[C@@H]1COc2ccccc2O1
 : -1%&8%, -0.1%&0.1%, -14%, 1%&6%
CC/C(O)=C(/C#N)c1nnc2n1CCCCC2
 : 10%, 0.6%, 1%, 7%
CCC(O)c1cc2c(cc1NC(=O)c1cccs1)OCCO2 (stereo unspecified)
 : 15%, 1.5%, -6%, 14%
CCOC(=O)c1cc(S(=O)(=O)N2CCN(c3cc(C)ccc3C)CC2)[nH]n1
 : -14%, ?, 7%[10.9 µM], -6%
COc1ccccc1N1CCN(C(=O)c2cc(-c3ccc(Cl)cc3)on2)CC1
 : -6%, 2.1%, -9%, 0%
COc1ccccc1-c1nc2c(c(SCC(=O)Nc3ccc(C)c(C)c3)n1)Cc1c(CO)cnc(C)c1O2
 : -9%, -2.3%, -15%[10.9 µM], -6%
COc1ccc(NC(=O)c2cc3c(=O)n(C)c4ccccc4c3n2C)cc1OC
 : -16%, 3.2%, -17%, 4%
COc1ccc(OC)c(NC=C2C(=O)OC3(CCCCC3)OC2=O)c1
 : -3%, -1.3%, -2%, 4%
CCCS(=O)(=O)N1CCC(N2CCN(Cc3ccc(F)cc3)C(=O)C2=O)CC1
 : -13%, 0.4%, 3%[10.9 µM], -2%
Cc1c(Br)c(C(F)(F)F)nn1CC(=O)NCC1CCCO1 (stereo unspecified)
 : -2%, -1.1%, -8%, -4%
Cc1csc(NC(=O)CSc2nc(C(C)C)nc3c2c(=O)n(C)c(=O)n3C)n1
 : 15%, ?, -15%, 9%
Cc1cc(NC(=O)CCNS(=O)(=O)c2ccc3c(c2)CCCC(=O)N3)ccc1Br
 : 6%, ?, -12%[10.9 µM], -11%
CC1CCN(S(=O)(=O)c2ccc(F)c(C(=O)O)c2)CC1
 : -2%, 0.5%, 0%, 8%
CCN1CCN(C(c2cccs2)C(C)NC(=O)c2ccccc2OC)CC1 (stereo unspecified)
 : -16%, -0.9%, -14%, -17%
CC1=C(c2ccc(C)c(C)c2)S(=O)(=O)N=C1N1CCC(C(=O)N2CCCCC2)CC1
 : 16%, -2.1%, -8%[10.9 µM], 13%
Cc1nc2cc(-c3ccccc3)nn2c(C)c1CCC(=O)N1CCN(c2ccccc2)CC1
 : 11%, ?, -10%[10.9 µM], 2%
CC1=C(c2ccc(C(C)C)cc2)S(=O)(=O)NC1=NCc1ccccc1Br
 : -10%, ?, -12%[10.9 µM], -1%
CCOCCCNC(=O)C1CCC(CNS(=O)(=O)c2cccc3nsnc23)CC1 (stereo unspecified)
 : 33%[activator], 0.5%, -11%, -1%
Cc1cc(NC(=O)c2ccco2)cc(-c2nc3cc(Cl)ccc3o2)c1O
 : -25%, -3.8%, -12%[10.9 µM], -16%
COc1ccccc1C(=O)Nc1ccccc1OCc1cc(=O)n2c(C)csc2n1
 : 6%, 0.3%, -5%[10.9 µM], -4%
O=C(Cc1ccc(Cl)cc1)NCC(=O)N1CCCC1
 : 10%, -1.2%, -12%, 7%
Cc1ccc(NC(=O)CN2C(=O)CCn3nc(-c4cccn4C)cc32)cc1
 : -29%, 0.2%, -10%[10.9 µM], 1%
O=C(NCC(=O)N(CCN1CCOCC1)C(C(=O)NC1CCCC1)c1cccnc1)c1cccs1 (stereo unspecified)
 : -2%, 3.7%, ·, 14%
Cc1c(C(=O)N2CCN(c3ccccn3)CC2)sc2ncnc(N3CCN(c4ccccc4)CC3)c12
 : 8%, 0.5%, -2%, 4%
COc1cc(C(=O)Nc2cc(C)c(OCC(=O)N3CCOCC3)c(C)c2)cc(OC)c1OC
 : 0%, 7.2%, -4%, -7%
COc1ccc2nc(C(C)O)[nH]c2c1 (stereo unspecified)
 : -1%, ·, ·, -5%
Cn1c(SCC(=O)Nc2nccs2)nnc1C12CC3CC(CC(C3)C1)C2
 : 7%, 5.1%, -10%, -1%
Cc1ccc(S(=O)(=O)N[C@H]2COC(=O)[C@H](C)COC(=O)[C@H](C)NC(=O)C/C=C\[C@H]2C)cc1
 : 13%[9.22 µM], ·, ·, 3%[9.22 µM]
COc1ccc(C2CCCN2C(=O)Nc2cccc(C(C)=O)c2)cc1OC (stereo unspecified)
 : 5%, 0.2%, 1%, 4%
COc1cc(C)ccc1OCCSc1nnc(-c2cccs2)o1
 : 3%, -1.7%, -10%[10.9 µM], -7%
COc1ccc(-n2ccnc2SCC(=O)Nc2cccc(OC)c2)cc1
 : -24%, 4.6%, -9%[10.9 µM], 0%
COc1ccc(CNC(=O)C(=O)Nc2cccc(C)c2C)cc1
 : -15%, 1.3%, -9%[10.9 µM], -29%
Clc1ccc2nc(N3CCN(c4ccccc4)CC3)sc2c1
 : 0%, 11%, -9%, -14%
COc1ccccc1C1/C(=C(/O)c2ccccc2)C(=O)C(=O)N1CCO (stereo unspecified)
 : 2%, -1.7%, 0%, -2%
O=C(Nc1ccc(Br)cc1Cl)c1cnccn1
 : 6%, ·, ·, -10%
